ANO1 activ: activates or potentiates the mouse TMEM16A chloride channel. Q8BHY3. HEK293 TMEM16A/YFP-H148Q/I152L, iodide quench fluorescence; active compounds read low. B-score at 10 µM. 340,000 tested, 0.3% active. AID 623877;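 active = fluorescence-ratio B-score plate-corrected deviation score at least 3 library SD below zero, with starting fluorescence score within 5 deviations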;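 note: channel opened by trigger with iodide after compound preincubation; score built on the fluorescence ratio of max minus min over baseline; more negative score means more quench and so TMEM16A activation or potentiation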
RGS4 pot: RGS4 potentiation or activation; B-score at 10 µM; HEK293 M3R/inducible RGS4, carbachol calcium flux Fluo4; active compounds read low; 310,000 tested, 0.92% active; AID 463111;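 active = B-score of the integrated calcium signal more than 4 SD below the library mean, with starting fluorescence not abnormally high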;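 note: negative B-score means reduced calcium response which marks RGS4 activation or potentiation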
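Assay system: HEK293 FlpIn-TREx cells, stable M3R, doxycycline-inducible RGS4 / Probe or stimulus: carbachol, ECmax concentration / Times: overnight RGS4 induction, 30 min dye load 37 °C, 20 min compound RT / Signal: kinetic calcium fluorescence imaging with Fluo4-AM dye, 2 µM / Measure: Agonist-evoked peak-minus-minimum fluorescence over baseline, integrated ratio, B score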
HDAC3 inhib: human HDAC3 inhibition. 320,000 tested, 0.15% active. O15379. AID 2718. inhibition, % at 8.3 µM. recombinant HDAC3, fluorogenic peptide/trypsin coupled, fluorescence; in the data active = inhibition above about 26%, passing the limit was not always enough; inconclusive = no clear call, values can overlap the other calls
Target sequence (O15379 whole entry, looked up): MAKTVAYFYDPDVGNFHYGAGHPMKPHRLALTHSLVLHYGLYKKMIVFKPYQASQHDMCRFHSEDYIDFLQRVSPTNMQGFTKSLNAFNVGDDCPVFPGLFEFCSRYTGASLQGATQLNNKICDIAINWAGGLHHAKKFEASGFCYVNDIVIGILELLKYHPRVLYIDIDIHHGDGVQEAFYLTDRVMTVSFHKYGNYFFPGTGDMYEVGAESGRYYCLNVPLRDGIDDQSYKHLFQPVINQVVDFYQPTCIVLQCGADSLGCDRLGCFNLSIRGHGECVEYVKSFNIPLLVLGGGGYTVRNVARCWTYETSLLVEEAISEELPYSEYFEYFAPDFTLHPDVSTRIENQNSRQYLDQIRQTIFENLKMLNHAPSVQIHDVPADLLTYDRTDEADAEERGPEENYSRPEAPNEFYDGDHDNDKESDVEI
TRPC6 inhibitor: mouse TRPC6 channel inhibition; 310,000 tested, 1.1% active; B-score at 10 µM; AID 2553; HEK293-TRPC6, membrane potential dye, ACh-evoked depolarization; active compounds read low;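 active = B-score under library mean minus 3 SD, initial fluorescence not abnormally high, positive integrated signal ratio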;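 note: B-score derived from integrated fluorescence ratio over the kinetic read; more negative B-score means stronger inhibition of depolarization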
RGS4 block: human RGS4 inhibition; HEK293 M3R/RGS4 inducible, Fluo-4 calcium flux; active compounds read high; triggered by carbachol at its EC20; AID 463165; B-score at 10 µM; P49798; 310,000 tested, 0.45% active;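 active = B-score, a plate-corrected calcium signal, over three deviations above library mean, with baseline fluorescence within five deviations of library mean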;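 note: RGS4 expression induced by doxycycline in cells with stable M3 receptor; B-score is computed from the integrated fluorescence ratio over baseline after carbachol; higher B-score means a larger calcium signal and so more RGS4 inhibition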
Target sequence (P49798 whole entry, looked up): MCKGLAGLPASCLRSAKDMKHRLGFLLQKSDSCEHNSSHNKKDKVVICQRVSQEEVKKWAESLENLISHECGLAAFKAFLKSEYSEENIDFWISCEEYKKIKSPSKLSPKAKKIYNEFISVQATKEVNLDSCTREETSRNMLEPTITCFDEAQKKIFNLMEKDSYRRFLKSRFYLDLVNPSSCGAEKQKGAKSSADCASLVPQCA
MrgX1 antag: human MrgX1 receptor antagonism, primary screen; Q96LB2; MRGX1-HEK293 calcium flux, Fluo-4, BAM8-22 antagonism; active compounds read low; B-score at 10 µM; 310,000 tested, 1.3% active; AID 588676;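 active = calcium-response B-score plate-corrected more than 3 library SD below zero, starting fluorescence within 5 deviations, no agonist response on first addition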;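 note: peak minus trough fluorescence over baseline after final BAM8-22 challenge near maximal dose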
Target sequence (Q96LB2 whole entry, looked up): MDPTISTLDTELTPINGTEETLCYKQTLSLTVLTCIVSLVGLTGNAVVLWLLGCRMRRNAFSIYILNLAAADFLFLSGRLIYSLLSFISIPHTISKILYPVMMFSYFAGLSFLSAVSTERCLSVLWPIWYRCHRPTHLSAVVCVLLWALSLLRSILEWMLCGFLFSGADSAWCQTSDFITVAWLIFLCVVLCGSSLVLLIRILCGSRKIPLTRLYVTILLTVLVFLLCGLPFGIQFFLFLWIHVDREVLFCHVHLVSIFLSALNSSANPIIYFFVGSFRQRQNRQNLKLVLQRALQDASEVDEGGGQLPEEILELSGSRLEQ
SKKanGAS inh: SKKanGAS growth inhibition; S. pyogenes SKKanGAS, kanamycin growth, BacTiter-Glo, 6 h; inhibition, % at 7.5 µM; 300,000 tested, 1.3% active; AID 1662;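 active = mean replicate score, as percent of positive control median, at least 50; inconclusive = mean below 50 but one replicate at or above 50; inactive = mean and every replicate below 50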;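 note: strain carries kanamycin resistance gene driven by streptokinase promoter and grows in 40 µg/ml kanamycin; loss of luminescence reflects streptokinase promoter inhibition or plain growth inhibition; 0% = median of DMSO wells and 100% = positive control at its reference dose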
MrgX1 agonist: agonists of human MrgX1 receptor; 310,000 tested, 0.44% active; MrgX1-HEK293 cells, Fluo-4 calcium fluorescence, agonist mode; active compounds read high; AID 588627; B-score at 10 µM; Q96LB2;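 active = calcium response B-score plate-corrected fluorescence ratio at least 3 library SD, with starting fluorescence B-score inside 5 SD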
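Test system: Stable human MrgX1 HEK293 cell line | Schedule: Overnight plating before 1 h dye loading | Read-out basis: Baseline-normalised fluorescence change ratio, B-scored | Detection: Kinetic calcium dye fluorescence, Fluo-4 NW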
MrgX1 allo act: human MrgX1 positive allosteric modulation, primary screen; B-score at 10 µM; 310,000 tested, 0.63% active; MrgX1-HEK293, Fluo-4 calcium flux, FDSS; active compounds read high; AID 588675;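 active = plate-corrected calcium response at least 3 library SD above typical, normal starting fluorescence, not activating the receptor alone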;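 note: compound read alongside a low EC10 to EC30 dose of BAM8-22 agonist; peak minus trough fluorescence over baseline measured at the second addition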
TRPC6 act: activators of mouse TRPC6 channel; Q61143; HEK293-TRPC6 membrane potential dye fluorescence; active compounds read high; B-score at 10 µM; 310,000 tested, 0.13% active;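 active = B-score of the integrated fluorescence ratio above library mean plus 3 SD, and starting fluorescence ratio within library mean plus 5 SD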;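 note: higher score means more depolarization so channel activation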
TMEM16A inh: inhibitors of mouse TMEM16A calcium-activated chloride channel; Q8BHY3; HEK293 TMEM16A/YFP iodide influx fluorescence, ionomycin; normalized B-score (activity score, 25-100; higher = stronger inhibition) at 10 µM; 310,000 tested, 1.2% active; AID 588511;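 active = ratio plate-corrected score three or more library SD toward inhibition, starting fluorescence score within five deviations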;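 note: score derived from kinetic fluorescence span divided by baseline fluorescence per well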
An asterisk follows results filed as active; i = inactive; ? = inconclusive; nt = no result given. Not a hit list, and some 6.7% of all compounds hit somewhere here.

SMILES | ANO1 activ | RGS4 pot | HDAC3 inhib | TRPC6 inhibitor | RGS4 block | MrgX1 antag | SKKanGAS inh | MrgX1 agonist | MrgX1 allo act | TRPC6 act | TMEM16A inh
CCC(C)Nc1nc(N)c([N+](=O)[O-])c(NC2CCCCC2)n1 (stereo not drawn) | i | i | 7 | i | i | i | 9 | i | i | i | i
Cn1c(=O)c2c(nc(SCCN3CCCCC3)n2C)n(C)c1=O | i | i | -15 | i | i | i | -2 | i | i | i | i
Cc1ccc(CNC(=O)C2CCN(S(=O)(=O)c3ccc4c(c3)OCCCO4)CC2)cc1 | i | i | nt | i | i | i | -8 | i | i | i | i
Cn1c(=O)c2c(ncn2CC(=O)OCC(=O)Nc2cccc(Cl)c2)n(C)c1=O | i | i | 0 | i | i | i | -3 | i | i | i | i
N#Cc1cc2c(=O)n3ccccc3nc2n(Cc2ccco2)c1=NC(=O)c1ccco1 | i | i | -62 | i | i | -4.8* | 3 | i | i | i | i
O=C(NCCCNc1ccc([N+](=O)[O-])cc1Cl)c1ccccc1F | i | i | 2 | i | i | i | -6 | i | i | i | i
CC(C)N1CCc2c(sc(NC(=O)CCS(=O)(=O)c3ccccc3)c2C#N)C1 | i | i | -1 | i | i | i | ? | i | i | i | i
CC1(C)CC(=O)N(CC(=O)NCc2ccccc2)c2ccccc2S1(=O)=O | i | i | 4 | i | i | i | 3 | i | i | i | i
O=C(Nc1ccc(Cl)cc1)N1CCSCC1 | i | i | 1 | i | i | i | -1 | i | i | i | i
CC(C)(Oc1ccc(Cl)cc1)C(=O)NC1CCN(Cc2ccccc2)CC1 | i | -7* | 5 | i | i | i | 0 | i | i | i | i
NS(=O)(=O)c1ccc(N/N=C/c2cn(-c3ccccc3)nc2-c2cccs2)cc1 | i | i | nt | i | i | i | 10 | i | i | i | i
CSc1nc(=S)cc(C)[nH]1 | i | i | nt | i | i | i | -4 | i | i | i | i
Cc1ccccc1CN1CCC(n2nccc2NC(=O)c2cccnc2)CC1 | i | i | -5 | i | i | i | -2 | i | i | i | i
CCn1nc(NS(=O)(=O)c2ccc(F)cc2)c2cc3cccc(C)c3nc21 | i | i | 3 | i | i | i | 7 | i | i | i | i
O=C(NCCc1ccccc1)C1CCN(S(=O)(=O)N2CCC3(CC2)OCCO3)CC1 | i | i | 0 | i | i | -6* | -1 | i | i | i | i
Cc1noc(C)c1S(=O)(=O)N(CC(=O)NC(C)c1ccccc1)c1ccc(C(C)C)cc1 (stereo not drawn) | i | i | 9 | i | i | i | 9 | i | i | i | i
Cc1nc2ccccc2n1CC(O)Cn1c2ccccc2c2ccccc21 (stereo not drawn) | i | i | -8 | i | i | i | -2 | i | i | i | i
Cc1ccc(Nc2nnc(SC3CCOC3=O)s2)cc1 (stereo not drawn) | i | i | 6 | i | i | i | -2 | i | i | i | i
COc1ccc(NC(=O)Cn2nc(C(F)(F)F)c3c2CCCC3)c(OC)c1 | nt | i | 4 | i | i | i | -10 | i | i | i | i
COC(=O)[C@]1(C)N[C@H](c2ccc(SC3CCCCC3)c(OC)c2)[C@@H]2C(=O)N(C)C(=O)[C@@H]21 | i | i | -1 | i | i | i | 5 | i | i | i | i
Cc1ccc(C(=O)OCC(=O)NC(=O)c2cccn2C)cc1[N+](=O)[O-] | i | i | -4 | i | i | i | 0 | i | i | i | i
CCn1c(Cl)c(C=O)s/c1=N\S(=O)(=O)c1ccccc1 | i | i | nt | i | i | i | -17 | 31* | i | i | i
CC(C)C(C(=O)Nc1nccs1)c1ccccc1 (stereo not drawn) | i | i | 4 | i | i | i | 8 | i | i | i | i
CC1CCC2(CC1)NC(=O)N(CC(=O)NCc1ccc3c(c1)OCO3)C2=O (stereo not drawn) | i | i | -4 | i | i | i | -10 | i | i | i | i
Cc1cc(=O)oc2c3c(cc(OCC(=O)NC(C)C)c12)OC(C)(C)CC3 | i | i | -101 | i | i | i | -3 | i | i | i | i
Cc1ccnc(NC(=O)c2cc(S(=O)(=O)N3CCCCC3)ccc2Cl)c1 | i | i | 3 | i | i | i | -2 | i | i | i | i
CCCCS(=O)(=O)/C=C\C=C/S(=O)(=O)CCCC | i | i | 5 | i | i | i | -3 | 33* | i | i | i
C=CCn1c(=O)c(C(=O)NC2CC2)c(O)c2cc(OC)c(OC)cc21 | i | i | -14 | i | i | i | 0 | i | i | i | i
CC(=O)N(c1ccccc1)c1nc(/C=C/C(=O)Nc2c(C)cc(C)cc2C)cs1 | i | i | -1 | i | i | i | 0 | i | i | i | i
CN1C(=O)N(C)C2(c3ccccc3)NC(=O)NC12c1ccccc1 (stereo not drawn) | i | i | -6 | i | i | i | -6 | i | i | i | i
NS(=O)(=O)c1ccc(N2N=C(c3ccccc3)CC2c2ccc(F)cc2)cc1 (stereo not drawn) | i | i | -88 | i | i | i | 64* | i | i | i | i
Cc1ccc(C)c(CNS(=O)(=O)c2c(C)[nH]c(C)c2C(=O)N2CCCC2)c1 | i | i | -6 | i | i | i | 1 | i | i | i | i
COc1cc(S(=O)(=O)N2CCC(c3nc4ccccc4s3)CC2)ccc1S(=O)(=O)N1CC(C)CC(C)C1 (stereo not drawn) | i | i | 0 | i | i | i | 6 | i | i | i | i
O=C(COc1cccc(Br)c1)N/N=C/C(=O)c1ccccc1 | i | i | 4 | i | 4.7* | i | -23 | i | i | i | i
O=[N+]([O-])c1ccc(/C=C/C2=NN(c3ccccc3)C(c3ccco3)C2)o1 (stereo not drawn) | i | i | nt | i | i | nt | 23 | nt | nt | i | nt
COC(CNc1ncnc2sc(-c3ccccc3)cc12)OC | i | i | -10 | i | i | i | 14 | i | i | i | i
Cc1cc(NC(=O)CC(C)(C)C)nc2c1c(=O)oc1ccccc12 | i | i | 1 | i | i | i | -5 | i | i | i | i
O=c1oc2cc(OCc3nn[nH]n3)ccc2c2c1CCCC2 | i | i | -19 | i | i | i | 4 | i | i | i | i
O=C(COc1c(Cl)cccc1Cl)NN1C(=O)CSC1=S | i | i | 0 | i | i | i | 3 | i | i | i | i
Cc1ccc(-n2cc(CNCCc3ncc(C)[nH]3)c(-c3ccc(F)cc3)n2)cc1 | i | i | -3 | i | i | i | 18 | i | i | i | i
Cc1ccc(-n2nnnc2SCC(=O)NNC(=O)c2ccco2)cc1C | i | i | nt | i | i | i | 9 | i | i | i | i
Cc1ccc(S(=O)(=O)N2CCN(C(=O)COC(=O)C3CCC3)CC2)c(C)c1 | i | i | 1 | i | i | i | 4 | i | i | i | i
CN(C)C(=O)CSc1nc(-c2cccs2)c(-c2cccs2)[nH]1 | i | i | 1 | i | i | i | 0 | i | i | i | i
NS(=O)(=O)c1ccc(CCNC(=O)C(=O)NCC2OCCN2S(=O)(=O)c2ccc(F)cc2)cc1 (stereo not drawn) | i | i | 1 | i | i | i | 2 | i | i | i | i
COc1ccc(NC(=O)CN(C)C(=O)c2cc(S(=O)(=O)N(C)C)ccc2N2CCCC2)cc1 | i | i | 0 | i | i | i | -6 | i | i | i | i
COc1ccc(N(Cc2ccc(N(C)C)cc2)C(=O)c2ccc(S(C)(=O)=O)cc2)cc1 | i | i | 4 | i | i | i | -2 | i | i | i | i
O=C(O)c1ccccc1S(=O)(=O)NCC(O)COc1ccc(Br)cc1 (stereo not drawn) | i | i | -3 | i | i | i | 2 | i | i | i | i
CCCCC1(C)Cc2ccccc2C(=S)N1 (stereo not drawn) | i | i | 8 | i | i | i | 6 | i | i | i | i
Cc1cccc(N2C(=O)CC(N(C(=O)c3ccco3)c3cccc(C)c3)C2=O)c1 (stereo not drawn) | i | i | 0 | i | i | i | 10 | i | i | i | i
Cc1cccc(NC(=O)Cc2ccc(Br)cc2)n1 | i | i | 1 | i | i | i | -1 | i | i | i | i
C/C(CC(=O)N(C(C)C)C(C)C)=N\NC(=O)COc1ccc(Br)cc1Br | i | i | ? | i | i | i | -5 | i | i | i | i
COC(=O)[C@H](CC(C)C)NC(=O)NCc1ccc(Cl)cc1 | i | i | 9 | i | i | i | -5 | i | i | i | i
CCOC(=O)c1ccccc1NC(=O)CSc1nc(N)cc(=O)[nH]1 | i | i | 8 | i | i | i | -14 | i | i | i | i
Cc1ccc(OCc2n[nH]c(=S)n2Cc2ccccc2)cc1 | i | i | -11 | i | i | i | 7 | i | i | i | i
CCn1cc(CN2CCCC(C(=O)Nc3ccc(-c4nc5ccccc5[nH]4)cc3)C2)c(C)n1 (stereo not drawn) | i | i | 0 | i | i | i | 4 | i | i | i | i
Cc1ccc2c(c1)C1CN(C)CCC1N2C(=S)Nc1ccc(OC(F)F)cc1 (stereo not drawn) | i | i | 3 | i | i | i | 0 | i | i | i | i
O=C(CSc1nc(NS(=O)(=O)c2ccccc2)cc(=O)[nH]1)Nc1ccc(F)cc1 | i | i | -4 | i | i | i | 4 | i | i | i | i
COc1ccc(/C=C/C(=O)NC(=S)N2CCCC(C(N)=O)C2)cc1 (stereo not drawn) | i | i | 1 | i | i | i | 2 | i | i | i | i
Cc1ccc(NC(=O)CNc2ccc(OC(C)C)cc2)cc1 | i | i | 3 | i | i | i | -6 | i | i | i | i
O=C(Nc1ccccc1NC(=O)NC1CCCCC1)NC1CCCCC1 | i | i | nt | i | i | i | 1 | i | i | i | i
(further entries)
SMILES | ANO1 activ | RGS4 pot | HDAC3 inhib | TRPC6 inhibitor | RGS4 block | MrgX1 antag | SKKanGAS inh | MrgX1 agonist | MrgX1 allo act | TRPC6 act | TMEM16A inh
CC1CN(Cc2nc3c(c(=O)[nH]c(=O)n3C)n2CCCc2ccccc2)CC(C)O1 (stereo not drawn) | i | i | 0 | i | i | i | ? | i | i | i | i
CC(C)(C)c1ccc(C(=O)CC(=O)c2cc(Cl)ccc2O)cc1 | i | i | -2 | i | i | i | 91* | i | i | i | 25*
Cc1cc(C)c(OC2(c3ccccc3)OC(=O)c3ccccc32)c(C)c1 (stereo not drawn) | i | i | 8 | i | i | i | 16 | i | i | i | i
O=C(c1ccco1)n1nc(NCc2ccccc2)nc1NCc1ccccc1 | i | i | 2 | i | i | i | 4 | i | i | i | i
COc1ccc(C(CNC(=O)CCOc2ccccc2)N(C)C)cc1 (stereo not drawn) | i | i | 1 | i | i | i | -3 | i | i | i | i
